Bioassay records: PubChem BioAssay, NMMLSC
RGS7-Gao reg: modulates binding of RGS7 to human Galphao; Multiplexed bead flow cytometry; actives lie on both sides; binding response (% of control), % at 10 µM; 220,000 compounds, 0.35% hits; AID 1439; in the data active = binding response below about 49% or above about 150%; inconclusive = no clear call, values can overlap the other calls; inactive = in between;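 note: fluorescent Galphao held in activated GDP-AlF4 state binding bead-coupled RGS7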
Target sequence (P09471 whole entry, looked up): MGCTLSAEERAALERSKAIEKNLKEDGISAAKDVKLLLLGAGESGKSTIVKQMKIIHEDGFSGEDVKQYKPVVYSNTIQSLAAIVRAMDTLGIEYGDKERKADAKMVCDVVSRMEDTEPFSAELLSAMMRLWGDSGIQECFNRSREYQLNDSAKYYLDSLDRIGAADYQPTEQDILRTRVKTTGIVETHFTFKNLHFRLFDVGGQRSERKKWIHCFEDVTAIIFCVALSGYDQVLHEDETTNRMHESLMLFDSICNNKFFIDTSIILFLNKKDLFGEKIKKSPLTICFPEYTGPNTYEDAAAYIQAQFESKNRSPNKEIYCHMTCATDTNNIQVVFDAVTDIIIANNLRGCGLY
ABCG2 block: blocks JC-1 efflux by human ABCG2 transporter | Q9UNQ0 | IgMXP3 cells, flow cytometry | inhibition, % at 6.6 µM | 190,000 compounds, 0.1% hits | AID 1325;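 active = inhibition above 80%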;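 note: 0% = DMSO and 100% = nicardipine control wells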
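System: two drug-resistant human cell lines, ABCG2 and ABCB1; controls: nicardipine high and DMSO low controls; times: 10 min exposure at 25 °C with rotation, no wash; detection: flow cytometry of retained JC-1 fluorescence; read-out basis: percent efflux inhibition, scaled nicardipine 100% to DMSO 0%; doses: one concentration, 6.6 µM final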
ABCB1 block: inhibitors of human ABCB1 transporter, ABCG2 counter-screen. P08183. CCRF-Adr cells, JC-1 efflux, flow cytometry. inhibition, % at 6.6 µM. 190,000 compounds, 0.067% hits; in the data active = inhibition above about 40%;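 note: 0% = vehicle and 100% = reference inhibitor; higher value means more JC-1 retained so stronger ABCB1 efflux block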
Bcl-2 Bim block: human Bim-Bcl-2 interaction inhibition. Bead-based flow cytometry, Bim peptide-Bcl-2 binding. inhibition, % at 10 µM. AID 950. P10415. 190,000 compounds, 0.06% hits; in the data active = inhibition above about 40%; inconclusive = no clear call, values can overlap the other calls;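 note: 0% = no compound wells with probe peptide and 100% = reference peptide inhibitor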
Bim-Bfl-1: disrupts Bim binding to human Bfl-1; AID 1008; inhibition, % at 10 µM; Bead-based flow cytometry, Bim-Bfl-1 binding inhibition; 190,000 compounds, 0.12% hits;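 note: 0% = wells without compound plus tracer and 100% = blocker peptide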
Mcl-1 Bim block: human Bim-Mcl-1 interaction inhibition. inhibition, % at 10 µM. Q07820. Bead-based flow cytometry, Bim peptide-Mcl-1 binding. 190,000 compounds, 0.1% hits;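 note: 0% = no compound tracer wells and 100% = peptide blocker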
Bim-Bcl-B: inhibitors of Bim-Bcl-B interaction, human | Q9HD36 | bead-based flow cytometry, Bim peptide-Bcl-B binding | inhibition, % at 10 µM | 190,000 compounds, 0.073% hits;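 note: 0% = tracer peptide without compound and 100% = reference inhibitor peptide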
Target sequence (Q9HD36 whole entry, looked up): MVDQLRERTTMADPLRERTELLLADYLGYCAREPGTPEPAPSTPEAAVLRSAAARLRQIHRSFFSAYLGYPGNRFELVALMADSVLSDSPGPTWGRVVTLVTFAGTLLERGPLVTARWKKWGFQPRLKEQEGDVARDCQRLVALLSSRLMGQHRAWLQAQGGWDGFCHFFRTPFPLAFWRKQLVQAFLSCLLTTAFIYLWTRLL
Bcl-XL Bim block: inhibitors of Bim-Bcl-XL interaction, human. inhibition, % at 10 µM. Bim peptide-Bcl-XL binding, bead flow cytometry, fluorescence. Q07817. AID 1007. 190,000 compounds, 0.04% hits
Target sequence (Q07817 whole entry, looked up): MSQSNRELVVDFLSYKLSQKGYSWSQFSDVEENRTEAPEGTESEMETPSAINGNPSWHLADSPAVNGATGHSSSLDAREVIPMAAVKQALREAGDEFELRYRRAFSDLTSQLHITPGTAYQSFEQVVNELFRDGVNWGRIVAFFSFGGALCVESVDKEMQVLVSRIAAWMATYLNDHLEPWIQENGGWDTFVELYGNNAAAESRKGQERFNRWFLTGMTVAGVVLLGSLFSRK
RGS4-Gao reg: modulates binding of RGS4 to human Galphao | P09471 | Multiplexed bead flow cytometry; actives lie on both sides | binding response (% of control), % at 10 µM | 220,000 compounds, 0.33% hits | AID 1415; in the data active = binding response below about 49% or above about 150%; inactive = in between;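 note: fluorescent Galphao activated with aluminum fluoride binding bead-coupled RGS4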
RGS8-Gao: regulators of human RGS8-Galphao interaction; 220,000 compounds, 0.34% hits; multiplexed bead flow cytometry, RGS8-Galphao binding; actives lie on both sides; AID 1423; response (percent of control binding), % at 10 µM; in the data active = response below about 60% or above about 140%; inactive = in between;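 note: Galphao activated as the GDP aluminium fluoride complex binding bead-coupled RGS8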
Bim-Bcl-W: human Bim-Bcl-W interaction inhibition | Q92843 | bead-based flow cytometry, Bim peptide-Bcl-W binding | inhibition, % at 10 µM | 190,000 compounds, 0.02% hits | AID 952;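 note: 0% = bound tracer without compound and 100% = peptide blocker; higher means less fluorescent Bim peptide bound to Bcl-W beads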
Target sequence (Q92843 whole entry, looked up): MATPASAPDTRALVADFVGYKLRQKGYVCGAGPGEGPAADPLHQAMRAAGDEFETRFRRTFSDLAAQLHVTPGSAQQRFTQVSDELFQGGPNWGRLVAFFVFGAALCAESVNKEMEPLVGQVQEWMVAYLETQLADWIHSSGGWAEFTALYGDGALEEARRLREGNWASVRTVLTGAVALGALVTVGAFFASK
Numbers without * were called inactive; u = inconclusive; x = no result given; & = joins results of further samples. Cut-off read from the data, not from the text of the source, unless noted: active = inhibition above about 40%. An unsorted share of the library; 0.94% or so of the library scored in one or more.

SMILES,Bcl-2 Bim block,ABCG2 block,Bcl-XL Bim block,Mcl-1 Bim block,RGS8-Gao,ABCB1 block,Bim-Bfl-1,Bim-Bcl-B,Bim-Bcl-W,RGS7-Gao reg,RGS4-Gao reg
Cc1cc(NC(=O)c2cccc(F)c2)ncc1NC(=O)c1ccco1,-3.0,1.6,-4.0,-3.0,102.1,0.5,-1.0,0.0,-3.0,102.7,104.1
N#Cc1nc(COc2ccccc2Cl)oc1NCc1ccc(F)cc1,-5.0,2.1,-2.0,-2.0,95.5,0.4,0.0,-2.0,0.0,92.2,95.2
CCOP(=O)(OCC)C(NC(=O)c1cccs1)C(F)(F)F (stereo unspecified),-3.0,0.0,-2.0,0.0,101.7,0.0,-8.0,-6.0,-2.0,98.2,102.0
COc1cccc(N2CCN(Cc3cccnc3)CC2)c1,-7.0,1.7,-6.0,-4.0,100.5,0.6,-14.0,-9.0,-5.0,99.8,101.7
Cn1c(=O)cc(OCCCC(=O)Nc2cccnc2)c2ccccc21,-3.0,1.9,-1.0,-4.0,101.4,0.4,-4.0,-2.0,-4.0,102.2,100.3
CCc1nnc(NC(=O)c2cccnc2SC)s1,-2.0,1.5,-1.0,0.0,99.2,-0.2,-1.0,-1.0,1.0,101.3,101.7
Cc1nc(N2N=C3/C(=C/c4ccc(F)cc4)CCCC3C2c2ccc(F)cc2)sc1C(=O)N(C)C (stereo unspecified),-9.0,4.9,-3.0,0.0,101.0,1.9,-9.0,-8.0,4.0,99.6,102.7
O=C(c1csc(Nc2ccccc2Cl)n1)N1CCCC1,2.0,10.8,-1.0,-3.0,98.2,0.5,15.0,-28.0,0.0,102.2,99.6
CCOc1ccccc1Nc1cc(C)nc2nc(C)nn12,-5.0,2.0,-5.0,0.0,98.7,-0.1,-8.0,-6.0,-2.0,100.4,100.4
CC(=O)NCCC(=O)Nc1sc2c(c1-c1nc3ccccc3[nH]1)CCCC2,-15.0,6.1,10.0,3.0,100.0,1.2,-8.0,1.0,18.0,98.9,100.7
Cc1ccccc1NC(=S)N1CCN(Cc2ccccc2)CC1,-3.0,5.8,-6.0,-5.0,106.2,1.5,-3.0,-9.0,-5.0,101.3,102.5
COc1ccccc1NC(=O)C(Sc1ccccc1)c1ccccc1 (stereo unspecified),1.0,17.1,-4.0,-3.0,88.2,0.9,0.0,-7.0,0.0,95.6,95.4
CCSC1=N/C(=C/c2ccsc2)C(=O)N1c1ccccc1,-3.0,1.6,-4.0,-4.0,96.9,0.2,-1.0,-6.0,0.0,103.3,103.3
COc1ccc(-c2csc(=Nc3c(C)n(C)n(-c4ccccc4)c3=O)n2C(C)(C)C)cc1,-5.0,0.4,-12.0,0.0,104.6,0.2,-9.0,-6.0,0.0,106.8,106.2
CC1(C)CC(=O)C2=C(C1)N(Cc1ccco1)C(=O)C2(NC(=O)C1CCCCC1)C(F)(F)F (stereo unspecified),-4.0,-0.1,-4.0,-2.0,102.8,0.2,-11.0,-9.0,-1.0,101.6,103.7
O=C(CSc1nnc2ccccn12)NNC(=O)c1ccc(Br)cc1,-3.0,1.8,0.0,0.0,101.9,0.4,-4.0,-4.0,0.0,u,105.3
CCN(CC)CCNC(=O)c1sc2ncn(CC(=O)Nc3ccc(C)c(Cl)c3)c(=O)c2c1C,-2.0,2.0,0.0,-3.0,101.6,0.6,-8.0,-3.0,-2.0,100.4,99.1
O=C(NC1CCCCC1)C(c1ccc2ncccc2c1)N(Cc1ccc(F)cc1)C(=O)c1ccc2c(c1)OCCO2 (stereo unspecified),-3.0,3.2,0.0,-2.0,102.8,7.8,-1.0,-2.0,1.0,98.7,103.2
N#Cc1c(Cn2cncn2)nc(=O)n(-c2ccccc2)c1N,-6.0,12.0,0.0,0.0,97.2,3.0,-4.0,-2.0,-1.0,102.0,99.0
CSc1nc2c(c(=O)[nH]1)C(c1cccc(Cl)c1)CC(=O)N2 (stereo unspecified),1.0,0.9,-1.0,2.0,98.3,0.1,0.0,-1.0,-1.0,97.3,100.2
O=C(/C=C/c1ccccc1)CC(=O)c1ccccc1O,-1.0,5.6,-4.0,-2.0,102.2,0.4,-4.0,-4.0,-3.0,100.3,98.0
CC(C)(C)c1cc(N)n(-c2ccc(C(=O)O)cc2)n1,2.0,-0.3,-1.0,0.0,96.3,0.0,3.0,4.0,1.0,97.9,98.8
CC(C)CN1C(=O)C(=Nc2cccnc2)c2ccccc21,-2.0,6.1,-2.0,2.0,100.5,1.3,-9.0,-5.0,2.0,u,101.5
O=C(COc1cccc2cccnc12)N/N=C1\SCC(=O)N1CCc1ccccc1,-1.0,6.4,-3.0,1.0,104.2,1.4,-4.0,-1.0,-1.0,102.4,103.2
COc1ccccc1NC(=O)Nc1ccc2c(c1)OCCO2,-15.0,22.5,-7.0,-7.0,102.2,0.2,-22.0,-11.0,-4.0,99.1,100.2
COc1cccc(CNC2CCCC2)c1,0.0,-0.1,1.0,1.0,101.3,0.0,-6.0,-1.0,7.0,103.6,103.8
Cc1ccc(C)c(NC(=O)CCC(=O)OC(C(=O)c2ccccc2)c2ccccc2)c1 (stereo unspecified),-8.0,14.1,-8.0,-3.0,100.8,1.5,-18.0,-5.0,-2.0,101.6,103.3
CCOC(=O)C1(CCCc2ccccc2)CCN(C(=O)CCc2cnccn2)CC1,-6.0,0.8,2.0,-4.0,102.8,2.1,-6.0,-5.0,-2.0,102.8,102.5
Cc1cc(C(=O)N[C@H](c2ccccc2)[C@@]2(C)C[C@@H]2[C@@H](C)C(=O)Nc2ccc3ccccc3c2)n(C)n1,0.0,19.7,-3.0,0.0,99.2,1.9,-2.0,-1.0,0.0,97.1,98.0
Cc1sc(NC(=O)COc2ccccc2)c(C#N)c1C,1.0,-0.4,-8.0,-10.0,97.7,-0.7,24.0,-42.0,-1.0,106.5,102.7
C/C(=N\NC(=O)c1cccs1)c1cccnc1,1.0,1.0,1.0,4.0,106.1,0.3,-3.0,1.0,2.0,109.1,107.7
CC(C)C(=O)NCCc1nc2ccccc2n1C,-8.0,11.0,-7.0,-4.0,101.5,-0.3,-20.0,-7.0,1.0,100.8,103.0
O=S(=O)(c1ccccc1)n1nc(-c2ccccc2)nc1NCc1ccco1,0.0,0.8,-1.0,-1.0,92.0,0.4,0.0,2.0,0.0,84.9,81.5
Cc1noc(C)c1S(=O)(=O)N1CCC(C(=O)N2CCN(C(=O)c3ccco3)CC2)CC1,-2.0,0.3,-13.0,1.0,103.2,0.1,-7.0,-4.0,5.0,99.8,101.1
O=C(Nc1ccccc1)C1=C[C@@H](c2csc3ccccc23)C[C@@H](OCc2ccc(CO)cc2)O1,-5.0,6.7,-3.0,-1.0,96.4,2.2,-5.0,-5.0,-1.0,93.1,96.3
S=c1sc2c(N3CCOCC3)ncnc2n1-c1ccccc1,-6.0,0.6,-3.0,1.0,95.6,-0.7,-5.0,-5.0,1.0,88.2,91.9
Cc1ccc(S(=O)(=O)c2c(C)cc(C)nc2Oc2cccc(C(F)(F)F)c2)cc1,1.0,11.2,0.0,-2.0,101.5,2.1,-1.0,1.0,-1.0,97.3,99.4
CCN(CC)CCCNC(=O)C1CCN(C(=O)c2cc3sccc3n2Cc2ccc(F)cc2)CC1,-7.0,-0.9,2.0,5.0,105.1,-0.1,-6.0,-4.0,2.0,110.0,108.4
O=C1NCC(O)=C1C=NC12CC3CC(CC(C3)C1)C2,-4.0&-7.0,1.4&0.8,-5.0&0.0,0.0&-2.0,106.7,0.8&0.1,-11.0&-9.0,-6.0&-7.0,0.0&3.0,99.8,102.3
COc1ccc(C2COC(=O)C2=N)c(NC(=O)c2ccccc2)c1 (stereo unspecified),2.0,-3.5,-6.0,-6.0,104.4,-0.4,2.0,-3.0,-6.0,102.0,103.8
COc1cccc2c1OC1(C)CC2NC(=O)N1c1cccc(C(=O)N2CCN(c3ccccn3)CC2)c1 (stereo unspecified),0.0,1.5,-4.0,-3.0,99.6,0.7,-1.0,-2.0,-2.0,99.4,100.5
COC(=O)[C@H](C)NC(=O)Nc1ccc(Oc2ccccc2)cc1,-2.0,1.6,-3.0,-2.0,100.2,0.6,-2.0,-2.0,-3.0,99.9,99.7
COc1cccc(N2CCN(c3c(C#N)c(C(F)(F)F)nn3C)CC2)c1,-6.0,3.6,-2.0,-5.0,100.8,0.9,-3.0,-2.0,-1.0,97.3,99.8
CCCn1c(=S)[nH]c2cc(C(=O)N3CCN(c4ccccc4OC)CC3)ccc2c1=O,-4.0,2.6,-7.0,-4.0,x,0.9,0.0,-9.0,-2.0,x,x
Cc1ccc(Cn2nnc3c(=O)[nH]c(C4CCN(C(=O)Cc5cccs5)CC4)nc32)cc1,-1.0,0.5,3.0,0.0,x,-0.2,1.0,1.0,2.0,x,x
COc1ccccc1N1CCN(C(c2ccccc2Cl)c2nnnn2C(C)(C)C)CC1 (stereo unspecified),0.0,1.1,-2.0,0.0,101.0,0.6,0.0,0.0,0.0,99.5,103.5
Cc1cc(NC(=O)CCC(=O)N(CCC(C)C)CC(=O)NCC2CCCO2)no1 (stereo unspecified),-5.0,0.4,-6.0,0.0,101.5,0.2,-10.0,-4.0,0.0,99.6,102.2
Cc1ccc(C(=O)Nc2ccc(C(=O)N3CCCCC3)cc2)cc1,-1.0,7.1,0.0,0.0,100.7,-0.3,-1.0,0.0,0.0,102.2,101.7
COc1cc(OC)cc(C(=O)NC(=S)N2CCN(c3ccc(C(F)(F)F)cc3[N+](=O)[O-])CC2)c1,-8.0,3.0,-16.0,-1.0,98.2,0.3,-1.0,-8.0,-3.0,97.5,102.5
CCOC(=O)Cc1csc(NC(=O)NC2(C(F)(F)F)Oc3ccccc3O2)n1,-10.0,31.8,-11.0,0.0,109.5,1.6,-12.0,-13.0,-2.0,101.9,110.8
CCCc1cc(C(N)=O)c(NC(=O)c2ccco2)s1,-4.0,5.9,0.0,0.0,98.0,0.2,0.0,-1.0,0.0,99.2,98.3
C=CCN1C(=O)C(Cc2ccc(OCC)cc2)S/C1=N\N=C\c1cccs1 (stereo unspecified),0.0,-0.1,0.0,-2.0,86.4,0.2,-1.0,-3.0,0.0,90.1,91.8
NNC(=O)CNc1cccc(Cl)c1,-5.0,-0.9,-2.0,-1.0,103.8,-0.4,-4.0,-4.0,0.0,102.3,102.8

Sorted by molecular weight (falling): part of the list above.
SMILES,Bcl-2 Bim block,ABCG2 block,Bcl-XL Bim block,Mcl-1 Bim block,RGS8-Gao,ABCB1 block,Bim-Bfl-1,Bim-Bcl-B,Bim-Bcl-W,RGS7-Gao reg,RGS4-Gao reg
COc1cccc2c1OC1(C)CC2NC(=O)N1c1cccc(C(=O)N2CCN(c3ccccn3)CC2)c1 (stereo unspecified),0.0,1.5,-4.0,-3.0,99.6,0.7,-1.0,-2.0,-2.0,99.4,100.5
CCCn1c(=S)[nH]c2cc(C(=O)N3CCN(c4ccccc4OC)CC3)ccc2c1=O,-4.0,2.6,-7.0,-4.0,x,0.9,0.0,-9.0,-2.0,x,x
Cc1cc(NC(=O)CCC(=O)N(CCC(C)C)CC(=O)NCC2CCCO2)no1 (stereo unspecified),-5.0,0.4,-6.0,0.0,101.5,0.2,-10.0,-4.0,0.0,99.6,102.2
